# TRPC6 act: mouse TRPC6 channel activation; B-score at 10 µM; HEK293-TRPC6 membrane potential dye fluorescence; stronger effect = higher value; Q61143; actives 0.13% (n = 310,000);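 active means B-score of the integrated fluorescence ratio above library mean plus 3 SD, and starting fluorescence ratio within library mean plus 5 SD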;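 further: higher score means more depolarization so channel activation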
# MrgX1 agonist: activates human MrgX1 receptor signaling. Q96LB2. MrgX1-HEK293 cells, Fluo-4 calcium fluorescence, agonist mode; stronger effect = higher value. B-score at 10 µM. actives 0.44% (n = 310,000);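 active means calcium response B-score plate-corrected fluorescence ratio at least 3 library SD, with starting fluorescence B-score inside 5 SD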
# Target sequence (Q96LB2 whole entry, looked up): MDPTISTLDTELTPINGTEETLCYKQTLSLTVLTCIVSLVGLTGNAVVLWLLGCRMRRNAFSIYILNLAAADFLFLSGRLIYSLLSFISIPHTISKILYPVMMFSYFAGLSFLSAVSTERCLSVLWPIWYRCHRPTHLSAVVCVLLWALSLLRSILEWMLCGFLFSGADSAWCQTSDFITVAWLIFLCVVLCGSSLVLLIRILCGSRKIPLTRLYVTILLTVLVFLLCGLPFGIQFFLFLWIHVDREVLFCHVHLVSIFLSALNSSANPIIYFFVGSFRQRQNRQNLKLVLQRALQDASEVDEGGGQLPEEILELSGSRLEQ
#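 Material: MrgX1-expressing HEK293 cells / Dosing: compound as first of three additions / Incubation: overnight seeding, then 1 h dark dye loading / Signal: Fluo-4 NW calcium fluorescence / Evaluation: B-scored fluorescence response ratio / Benchmarks: positive and negative control wells on each plate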
# RGS4 inh: inhibitors of human RGS4; actives 0.45% (n = 310,000); HEK293 M3R/RGS4 inducible, Fluo-4 calcium flux; stronger effect = higher value; triggered by carbachol at its EC20; B-score at 10 µM;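 active means B-score, a plate-corrected calcium signal, over three deviations above library mean, with baseline fluorescence within five deviations of library mean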;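 further: RGS4 expression induced by doxycycline in cells with stable M3 receptor; B-score is computed from the integrated fluorescence ratio over baseline after carbachol; higher B-score means a larger calcium signal and so more RGS4 inhibition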
# Target sequence (P49798 whole entry, looked up): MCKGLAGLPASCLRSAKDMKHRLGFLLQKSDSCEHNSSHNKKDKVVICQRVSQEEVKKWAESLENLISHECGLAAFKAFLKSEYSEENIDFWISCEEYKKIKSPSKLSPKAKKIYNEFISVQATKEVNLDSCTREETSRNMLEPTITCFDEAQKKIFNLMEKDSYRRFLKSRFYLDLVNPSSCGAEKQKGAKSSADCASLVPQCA
# ANO1 activ: activates or potentiates the mouse TMEM16A chloride channel; HEK293 TMEM16A/YFP-H148Q/I152L, iodide quench fluorescence; stronger effect = lower value; B-score at 10 µM; actives 0.3% (n = 340,000); AID 623877;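 active means fluorescence-ratio B-score plate-corrected deviation score at least 3 library SD below zero, with starting fluorescence score within 5 deviations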;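 further: channel opened by trigger with iodide after compound preincubation; score built on the fluorescence ratio of max minus min over baseline; more negative score means more quench and so TMEM16A activation or potentiation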
# TRPC6 inhibitor: inhibitors of mouse TRPC6 channel | Q61143 | HEK293-TRPC6, membrane potential dye, ACh-evoked depolarization; stronger effect = lower value | B-score at 10 µM | actives 1.1% (n = 310,000);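 active means B-score under library mean minus 3 SD, initial fluorescence not abnormally high, positive integrated signal ratio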;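 further: B-score derived from integrated fluorescence ratio over the kinetic read; more negative B-score means stronger inhibition of depolarization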
# HDAC3 inhib: inhibitors of human histone deacetylase 3; O15379; recombinant HDAC3, fluorogenic peptide/trypsin coupled, fluorescence; inhibition, % at 8.3 µM; actives 0.15% (n = 320,000); AID 2718; in the data active means inhibition above about 26%, passing the limit was not always enough; inconclusive means no clear call, values can overlap the other calls
# Target sequence (O15379 whole entry, looked up): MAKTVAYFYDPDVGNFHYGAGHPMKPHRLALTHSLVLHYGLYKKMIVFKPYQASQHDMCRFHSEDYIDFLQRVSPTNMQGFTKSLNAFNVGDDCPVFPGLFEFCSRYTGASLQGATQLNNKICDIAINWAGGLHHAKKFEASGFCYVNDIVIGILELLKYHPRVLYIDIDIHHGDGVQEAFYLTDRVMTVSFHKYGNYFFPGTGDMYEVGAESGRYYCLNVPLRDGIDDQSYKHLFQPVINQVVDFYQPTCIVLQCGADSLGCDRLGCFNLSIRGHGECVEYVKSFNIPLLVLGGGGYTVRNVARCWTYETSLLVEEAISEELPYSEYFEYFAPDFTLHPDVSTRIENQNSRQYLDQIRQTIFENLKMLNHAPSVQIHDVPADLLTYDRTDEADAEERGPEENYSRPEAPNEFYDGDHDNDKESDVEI
# SKKanGAS inh: SKKanGAS growth inhibition; S. pyogenes SKKanGAS, kanamycin growth, BacTiter-Glo, 6 h; AID 1662; inhibition, % at 7.5 µM; actives 1.3% (n = 300,000);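 active means mean replicate score, as percent of positive control median, at least 50; inconclusive means mean below 50 but one replicate at or above 50; inactive means mean and every replicate below 50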;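 further: strain carries kanamycin resistance gene driven by streptokinase promoter and grows in 40 µg/ml kanamycin; loss of luminescence reflects streptokinase promoter inhibition or plain growth inhibition; 0% = median of DMSO wells and 100% = positive control at its reference dose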
# ANO1 block: inhibitors of mouse TMEM16A calcium-activated chloride channel; HEK293 TMEM16A/YFP iodide influx fluorescence, ionomycin; normalized B-score (activity score, 25-100; higher = stronger inhibition) at 10 µM; actives 1.2% (n = 310,000); AID 588511;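 active means ratio plate-corrected score three or more library SD toward inhibition, starting fluorescence score within five deviations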;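 further: score derived from kinetic fluorescence span divided by baseline fluorescence per well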
# MrgX1 PAM: allosterically activates human MrgX1 receptor signaling. actives 0.63% (n = 310,000). B-score at 10 µM. MrgX1-HEK293, Fluo-4 calcium flux, FDSS; stronger effect = higher value;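 active means plate-corrected calcium response at least 3 library SD above typical, normal starting fluorescence, not activating the receptor alone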;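 further: compound read alongside a low EC10 to EC30 dose of BAM8-22 agonist; peak minus trough fluorescence over baseline measured at the second addition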
# MrgX1 antag: human MrgX1 receptor antagonism, primary screen | actives 1.3% (n = 310,000) | AID 588676 | Q96LB2 | B-score at 10 µM | MRGX1-HEK293 calcium flux, Fluo-4, BAM8-22 antagonism; stronger effect = lower value;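 active means calcium-response B-score plate-corrected more than 3 library SD below zero, starting fluorescence within 5 deviations, no agonist response on first addition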;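 further: peak minus trough fluorescence over baseline after final BAM8-22 challenge near maximal dose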
# RGS4 pot: RGS4 potentiation or activation | HEK293 M3R/inducible RGS4, carbachol calcium flux Fluo4; stronger effect = lower value | B-score at 10 µM | actives 0.92% (n = 310,000);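 active means B-score of the integrated calcium signal more than 4 SD below the library mean, with starting fluorescence not abnormally high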;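 further: negative B-score means reduced calcium response which marks RGS4 activation or potentiation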
#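 System: HEK293 FlpIn-TREx cells, stable M3R, doxycycline-inducible RGS4. Timing: overnight RGS4 induction, 30 min dye load 37 °C, 20 min compound RT. Also added: carbachol, ECmax concentration. Measured by: Fluo4 fluorescence kinetic imaging of calcium. Evaluation: integrated calcium ratio converted to B score.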
# * marks the source's active call; other numbers are inactive results; i = inactive; ? = inconclusive; nt = no result given. Compounds were not picked by outcome; overall some 6.7% were active at least once.
SMILES,TRPC6 act,MrgX1 agonist,RGS4 inh,ANO1 activ,TRPC6 inhibitor,HDAC3 inhib,SKKanGAS inh,ANO1 block,MrgX1 PAM,MrgX1 antag,RGS4 pot
COc1ccc(C)cc1S(=O)(=O)N1CCN(C(=O)c2ncoc2-c2ccc(F)cc2)CC1,i,i,i,i,i,0,-2,i,i,i,i
O=C(Cc1c(F)cccc1Cl)NCCc1c[nH]c2ccccc12,i,i,i,i,i,2,-2,i,i,i,i
N#Cc1nc(/C=C/c2ccccc2)oc1NCCCN1CCOCC1,i,i,i,i,-7.1*,-430,-3,i,i,i,i
Cc1ccc(C)c(OCc2cc(C(=O)N3CCC(N4CCCC(O)C4)CC3)no2)c1 (stereo not drawn),i,i,i,i,i,1,4,i,i,i,i
COc1ccc(CCNS(=O)(=O)c2ccc(N3CCCC3=O)cc2)cc1,i,i,i,i,i,3,-9,i,i,i,i
N#Cc1ccsc1NC(=O)CN1CCN(c2ccccc2O)CC1,i,i,i,i,i,0,6,i,i,i,i
CC1=C(C(=O)OCc2ccccc2)C(c2ccccc2Cl)NC(=O)N1CCCCCC(=O)O (stereo not drawn),i,i,i,i,i,-2,9,i,i,i,i
O=C(CCc1nnc(CCCCc2ccccc2)o1)NC1CCCC1,i,i,i,i,i,5,0,i,i,i,i
C=CCNC(=O)/C(=C/c1ccco1)NC(=O)c1ccc(Br)o1,i,i,i,i,i,0,1,i,i,i,i
Nc1nonc1N/N=C\c1ccccc1,i,i,i,i,i,5,-2,i,i,i,i
COc1ccc(NC(C)C(=O)Nc2ccc(C(C)(C)C)cc2)cc1Cl (stereo not drawn),i,i,i,i,i,0,3,i,i,i,i
COc1ccc(C(=O)C2CCN(CC(=O)Nc3ccc(OC)cc3OC)CC2)cc1,i,i,i,i,i,9,1,i,7.5*,i,i
CC(=O)COc1nc2c(c(-c3ccco3)c1C#N)CCc1ccccc1-2,i,i,i,nt,i,-2,14,i,i,i,i
Cc1ccccc1SC1CCN(Cc2nc(C3CC3)no2)CC1,i,i,i,i,i,-2,-3,i,i,i,i
CC(=O)NC12CC3CC(C1)CC(C(=O)N1CCN(S(=O)(=O)c4cccc(C(F)(F)F)c4)CC1)(C3)C2,i,i,i,i,i,-6,-14,i,i,i,i
O=C(NCCS(=O)(=O)NC1CCCCC1)c1ccccc1,i,i,i,i,i,0,-2,i,i,i,i
O=C(CSc1nnc(-c2ccncc2)n1Cc1ccccc1)NC1CCCCC1,i,i,i,i,i,-2,7,i,i,i,i
N#C/C(=C(/O)COC(=O)CSc1ccc(Cl)cc1)c1nc2ccccc2[nH]1,i,i,i,i,i,2,4,i,i,i,i
Clc1cccc(-c2nc(-c3ccccn3)no2)c1,i,i,i,i,i,-4,12,i,i,i,i
COC(=O)c1ccc2c(=O)[nH]c(COC(=O)c3c(-c4ccccc4)noc3C)nc2c1,i,i,i,i,i,-2,-5,i,i,i,i
CCOC(=O)[C@H]1[C@H]2COc3ccc(Br)cc3[C@@H]2N2C(=O)c3ccc(Cl)cc3NC(=O)[C@@]12C,nt,i,nt,i,nt,8,nt,i,i,i,nt
Cn1c(SCCN2CCCCC2)nnc1-c1ccccc1Br,i,i,i,i,i,-14,-2,i,i,i,i
COc1ccc(NC(=O)COC(=O)c2cc(OC)c(OC)cc2NC(=O)c2ccco2)cc1OC,i,i,i,i,i,1,1,i,i,i,i
Cc1noc(C)c1S(=O)(=O)N1CCCC(C(=O)c2cccc(OC(C)C)c2)C1 (stereo not drawn),i,i,i,i,i,5,2,i,i,i,i
Cc1cc(C)cc(NS(=O)(=O)c2c(C(=O)N3CCOCC3)c(C)n(C)c2C)c1,i,i,i,i,i,-1,-6,i,i,i,i
# More records follow.
SMILES,TRPC6 act,MrgX1 agonist,RGS4 inh,ANO1 activ,TRPC6 inhibitor,HDAC3 inhib,SKKanGAS inh,ANO1 block,MrgX1 PAM,MrgX1 antag,RGS4 pot
CCOc1ccc(N2CC(C(=O)N3CC(C)OC(C)C3)CC2=O)cc1 (stereo not drawn),i,i,i,i,i,3,-2,i,i,i,i
Cc1ccc(Cn2c(N3CCNCC3)nc3c2c(=O)[nH]c(=O)n3C)cc1,i,i,i,i,i,-2,-2,i,i,i,i
CCOc1ccccc1NC(=O)C(=O)CC(=O)c1ccc(OC)cc1,i,i,i,i,i,-1,4,i,i,i,i
C/C(=N\NC(=S)NCc1ccccc1)c1cccc(Br)c1,i,i,i,i,i,4,56*,i,i,i,i
Cc1cc(C(=O)NN)c(Cl)cc1Cl,i,i,i,i,i,2,-4,i,i,i,i
Cc1c(C(=O)N2CCCCC2)sc(NC(=O)c2ccco2)c1C#N,i,i,i,i,i,6,2,i,i,i,i
Cc1cc(=O)oc2cc(OCC(=O)N3CCC(O)CC3)c(Cl)cc12,i,i,i,i,i,-2,1,i,i,i,i
Cc1ccc(-n2c(N)c(C#N)c(-c3ccccc3)c(C#N)c2=O)cc1,i,i,i,i,i,-2,-1,i,i,i,i
CCOc1ccc(-c2nc(N)ncc2-c2ccccc2)c(O)c1,i,i,i,i,i,1,-12,i,i,i,i
CCn1c(COc2ccccc2)nnc1SCC(=O)CC(=O)Nc1ccccc1OC,i,i,i,i,i,4,34,i,i,i,i
O=C(NCc1ccccc1)C1(C(F)(F)F)C/C(=C\CCO)CCCO1 (stereo not drawn),i,i,i,i,i,-14,0,i,i,i,i
Cc1occc1-c1nnc(SCCNCCO)o1,i,i,i,i,i,-4,-1,i,i,i,i
COc1ccccc1NC(=O)c1ccc2c(c1)N(CC(=O)NC(C)C)C(=O)C(C)(C)O2,i,i,i,i,i,0,-5,i,i,i,i
O=C(CC1OC(=O)c2ccccc21)c1ccco1 (stereo not drawn),i,i,i,i,i,15,8,i,i,i,i
CC(=O)N1CCc2c(sc(NC(=O)CS(=O)(=O)c3ccc(F)cc3)c2C#N)C1,i,i,i,i,i,nt,18,i,i,i,i
CCOc1ccc(S(=O)(=O)NCc2ccncc2)cc1NC(=O)c1ccccc1F,i,i,i,i,i,2,-1,i,i,i,i
COCCNC(=O)C(c1ccc(C)cc1)N(C(=O)CCC(=O)Nc1ccccn1)c1cccc(C)c1 (stereo not drawn),i,i,i,i,i,-6,7,i,i,i,i
CCN(CC)CCn1c(N)c(S(=O)(=O)c2ccccc2)c2nc3ccccc3nc21,i,i,i,i,i,-104,-1,i,i,i,i
Cc1ccc(-c2[nH]c(=S)[nH]c(=O)c2C#N)cc1,i,i,i,i,i,9,2,i,i,i,i
CSc1cccc(NC(=O)C2CCN(S(=O)(=O)c3ccc(F)cc3)CC2)c1,i,i,i,i,i,8,-1,i,i,i,i
O=C(NCc1nc2ccccc2[nH]1)C1=C[C@H](c2ccc3c(c2)OCO3)C[C@H](OCc2ccc(CO)cc2)O1,i,i,i,i,i,1,17,i,i,i,i
Cc1ccc(OCC(=O)Nc2ccccc2Sc2ccccc2)c([N+](=O)[O-])n1,i,i,i,i,i,-1,1,i,i,i,i
O=C(NC(NC(=S)Nc1c(Cl)cccc1Cl)C(Cl)(Cl)Cl)c1cccc([N+](=O)[O-])c1 (stereo not drawn),i,i,i,i,i,?,44,i,i,i,i
CCOc1ccccc1NC(=S)N(CCC(C)C)C1CCN(C(C)=O)CC1,i,i,i,i,i,-6,-6,i,i,i,i
O=C(O)c1cn(C2CCCCC2)c2ccccc2c1=O,i,i,i,i,i,5,9,i,i,i,i
# (next part)
SMILES,TRPC6 act,MrgX1 agonist,RGS4 inh,ANO1 activ,TRPC6 inhibitor,HDAC3 inhib,SKKanGAS inh,ANO1 block,MrgX1 PAM,MrgX1 antag,RGS4 pot
Brc1ccc(-c2nnc3sc(CN4CCN(c5ccccc5)CC4)cn23)cc1,i,i,i,i,i,1,17,i,i,i,i
COc1ccc2nc(N)sc2c1,i,i,i,i,i,2,-8,i,i,i,i
CCCS(=O)(=O)c1cnc(C2COc3ccccc3O2)nc1N (stereo not drawn),i,i,i,i,i,0,18,i,i,i,i
COc1ccc(O[C@H]2C=C[C@@H](c3ccccc3)O[C@@H]2COC(=O)CC/C(C)=N/O[C@@H](C)CN2CCCCc3nc(C)c(C)cc32)cc1,i,nt,i,nt,i,nt,17,nt,nt,nt,i
O=C(NCc1ccncc1)C(=O)N/N=C/c1ccc(OCc2ccccc2)cc1,i,i,i,i,i,1,1,i,i,i,i
O=C(Cn1cnc2ccccc21)Nc1cccc([N+](=O)[O-])c1,i,i,i,i,i,-5,-11,i,i,i,i
COC(=O)CSCC(=O)Nc1nnc(-c2cccc(C)c2)s1,i,i,i,i,i,16,nt,i,i,i,i
Cc1ccc(N(Cc2ccco2)C(=O)c2ccc(N3CCCCC3)c([N+](=O)[O-])c2)cc1,i,i,i,i,i,-6,1,i,i,i,i
Cc1ccccc1OCC(=O)Nc1nc(C)c(C(=O)N(C)C)s1,i,i,i,i,i,-3,6,i,i,i,i
CCCc1ccc(Oc2coc3cc(OCC(=O)Nc4ccccc4C)ccc3c2=O)cc1,i,i,i,-5.2*,i,5,2,i,i,i,i
CCOC(=O)C1=C(C)OC(N)=C(C#N)C1c1ccc(OC)c(C)c1OC (stereo not drawn),i,i,i,i,i,-6,nt,i,i,i,i
COc1ccc(NC(=O)CSc2nnc(-c3ccoc3C)n2CCc2ccccc2)cc1,i,i,i,i,i,-7,-3,i,i,i,i
COc1ccc(NS(=O)(=O)c2ccc(Cl)c(NC(=O)c3cccnc3Cl)c2)cc1,i,i,i,i,i,3,-13,i,i,i,i
CCc1ccc(C(=O)Nc2cccc(-c3nn[nH]n3)c2)s1,i,i,i,i,i,1,-1,i,i,i,i
CCCCNC(=O)[C@H]1C[C@H]1[C@@H](O)[C@H](CO)NC(=O)[C@H](CC(C)C)NC(=O)OC(C)(C)C,i,i,i,i,i,15,4,i,i,i,i
COc1ccc(OC)c(-c2csc(NC(=O)CSc3nnnn3C)n2)c1,i,i,i,i,i,2,0,i,i,i,i
CCOC(=O)C1=C(C)N=C2c3ccccc3C(=O)C2C1c1ccccc1 (stereo not drawn),i,i,i,i,i,1,14,i,i,i,i
CCOC(=O)COc1ccccc1/C=N/Nc1nnc2c3ccccc3n(C)c2n1,i,i,i,i,i,1,8,i,i,i,i

# From PubChem BioAssay
